Bioassay records deposited in PubChem by several laboratories.
PhoP inhibition = inhibitors of PhoP regulon expression, primary screen, Salmonella Typhimurium, GFP reporter (AID 1863); inhibition, % at 50 µM, or IC50 in µM where a hit was titrated; 0.16% of 300,000 active; S. Typhimurium PhoP-regulated promoter GFP reporter, 4 h; higher % means a stronger effect;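 active = inhibition over 29.93%, a cutoff 3 SD above the screen mean, later confirmed by dose response; inconclusive = inhibition over 29.93% but no dose response follow-up; inactive = inhibition at most 29.93% or unconfirmed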;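 note: 0% = low Mg2+ inducing control and 100% = high Mg2+ repressing control; strong numbers were not always called active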
RSV CPE inhibition = RSV antiviral activity via CPE protection, HEp-2 cells, primary 10 µM value included (AID 2391); HEp-2 cells, RSV-induced CPE inhibition; higher % means a stronger effect; CPE inhibition, % at 10 µM; hits with a dose series show IC50 in µM; 0.13% of 310,000 active; in the data active = a potency from the dose series; inconclusive = CPE inhibition mostly from about 23% at the one dose, without a potency; inactive = the rest, 99 in 100 with CPE inhibition below about 21%; note: strong numbers were not always called active
TNAP activators = stimulation of alkaline phosphatase TNAP activity – biochemical, luminescent, no phosphate acceptor, uHTS, primary screen (AID 1001); purified TNAP, luminescent activation assay, no phosphate acceptor; higher activation fold means a stronger effect; one-dose activation fold at 20 µM; EC50 in µM for titrated hits; 0.03% of 200,000 active; in the data active = activation fold from about 3, or a potency from the dose series; inactive = the rest, 99 in 100 with activation fold below about 1.6; note: many of its hits are not listed in these tables
T cell HTS = T cell immune modulators affecting CD8 T cell-vesicle binding. 2C CD8+ T cell-vesicle binding, flow cytometry; hits give low values. calls only at 7 µM. 0.068% of 330,000 active. AID 2052;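 active = response, share of CD8 T cells binding vesicles, and their 90th percentile fluorescence all below set limits, cut at about 80% in these data, passing the limit was not always enough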
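Read-out – percent CD8+ FL2 mean versus row control · System – murine 2C transgenic CD8+ T lymphocytes · Times – 1.5 h cell–vesicle binding at 37 °C, then 20 min icy labelling · Control set – naked vesicles low, QL9 vesicles with vehicle high · Detection – cytometric PE anti-B7-1 and Alexa647 anti-CD8 signals after 1% paraformaldehyde fixation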
Rac1 GTP hydrolysis = MgcRacGAP GTPase-activating activity inhibitors, confirmation, biochemical, ADP Hunter fluorescence | MgcRacGAP-stimulated Rac1 GTP hydrolysis, ADP Hunter fluorescence; higher % means a stronger effect; GST-tagged Rac1 F28L mutant substrate | inhibition, % at 30 µM; hits with a dose series show IC50 in µM | 0.6% of 340,000 active | AID 624330;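 active = first-screen hits whose inhibition reached a set limit at any dose in the follow-up dose series; inconclusive = inhibition above the set first-screen limit but never retested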;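 note: fluorescence reports GDP produced by GAP-driven GTP hydrolysis; strong numbers were not always called active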
SV40 large T antigen = TAg ATPase/helicase activity blockers – biochemical (AID 1903); inhibition, % at 20 µM, or IC50 in µM where a hit was titrated; 0.39% of 310,000 active; SV40 large T antigen ATPase/helicase inhibition assay; higher % means a stronger effect; in the data active = a potency from the dose series; inconclusive = inhibition mostly from about 32% at the one dose, without a potency; inactive = the rest, 99 in 100 with inhibition below about 32%; note: strong numbers were not always called active
Myeloid diff MLP = promotes myeloid progenitor differentiation; calls only at 10 µM; ER-HoxA9 myeloid progenitors, lysozyme-GFP differentiation, flow cytometry; 1% of 360,000 active;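 active = normalized GFP-positive differentiation at or above the plate's own cutoff, the solvent-only control mean plus 3 SD; inconclusive = no clear call, values can overlap the other calls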;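 note: cells exposed to compound for four days before flow analysis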
NTR1 agonist = NTR1-driven beta-arrestin-GFP spot formation – imaging, U2OS cells, high content, primary screen (AID 493036) | P30989 | agonist mode | activation, % at 20 µM | 0.17% of 330,000 active;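 active = activation at or above 40% of the spot to cytoplasm intensity ratio, with at least 20 cells analyzed; inconclusive = wells under 20 cells, flagged as cytotoxic or low count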;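 note: 0% = DMSO without peptide and 100% = 100 nM NTR1 peptide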
Target sequence (P30989 whole entry, looked up): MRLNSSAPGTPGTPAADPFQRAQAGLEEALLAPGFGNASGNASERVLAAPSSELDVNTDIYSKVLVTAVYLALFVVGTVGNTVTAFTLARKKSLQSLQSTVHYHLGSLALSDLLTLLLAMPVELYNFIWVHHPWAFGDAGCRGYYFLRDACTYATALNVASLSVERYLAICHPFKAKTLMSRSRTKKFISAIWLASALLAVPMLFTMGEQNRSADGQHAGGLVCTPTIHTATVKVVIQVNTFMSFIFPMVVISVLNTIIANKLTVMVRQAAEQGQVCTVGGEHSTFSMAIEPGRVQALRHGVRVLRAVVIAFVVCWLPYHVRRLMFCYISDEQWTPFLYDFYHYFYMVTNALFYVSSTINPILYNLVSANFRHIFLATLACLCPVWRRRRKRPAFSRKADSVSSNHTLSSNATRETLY
K1F lysis inhibition = protection from phage-mediated lysis, alamar blue read-out – E. coli UTI89, K1F phage, bacterial capsule biogenesis inhibitors (AID 488966) | E. coli UTI89 K1F phage lysis, alamar blue, 2 h; higher % means a stronger effect | inhibition, % at 100 µM; hits with a dose series show IC50 in µM | 0.02% of 340,000 active;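 active = phage lysis inhibition, versus mean bacterial control, above a set limit; inconclusive = no clear call, values can overlap the other calls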;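 note: capsule biogenesis inhibitors block K1F phage lysis so surviving cells raise fluorescence; higher fluorescence means more inhibition of phage lysis; actives were called in the ten point dose series up to 300 µM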
T cell HTS vesicle-bound % = also measured in T cell HTS; calls as there; double positive events, %; measured here: CD8+ vesicle-bound cell fraction;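 binding gate set so that unloaded-vesicle control wells show 10% double positive cells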
NTR1 agonist cell count 20 µM = second read-out of NTR1 agonist, no call of its own (marks repeat the call); cell count; measured here: cell count, cytotoxicity flag
Myeloid diff MLP GFP+ MAC1+ % = further read-out of Myeloid diff MLP, marked with its call; GFP+ MAC1+ double positive, %; measured here: differentiation confirmed by MAC1 staining
Active calls of the source: *; i = inactive; ? = inconclusive; . = no result given; + = active, no number; [ ] = another dose, or the depositor's remark.

SMILES | PhoP inhibition | RSV CPE inhibition | TNAP activators | T cell HTS | T cell HTS vesicle-bound % | Rac1 GTP hydrolysis | SV40 large T antigen | Myeloid diff MLP | Myeloid diff MLP GFP+ MAC1+ % | NTR1 agonist | NTR1 agonist cell count 20 µM | K1F lysis inhibition
O=C(NC1CCCCC1)C(c1ccccc1)N(C(=O)Cc1ccsc1)c1ccccc1 (centres undefined) | -6% | -1.3% | 1.2 | i | 36 | 3% | 3% | i | 2.8 | -1.0 | 49 | 5.4%
Cc1c(-c2ccccn2)c(=O)[nH]n1-c1ccc(F)cc1 | 10% | -1.3% | 1.5 | i | 49 | 8% | 6% | i | 0.4 | 0.2 | 103 | 0.4%
O=c1c(Cc2c(F)cccc2Cl)c(O)ccn1CCCn1ccnc1 | 0% | 11% | 1.1 | i | 57 | 4% | -5% | i | 0.5 | 1.1 | 46 | 0.5%
Cc1nn(Cc2ccc([N+](=O)[O-])cc2)c(=O)n1-c1ccc(Cl)cc1 | -13% | 1.4% | 1.1 | i | 29 | -6% | 5% | + | 1.2* | 0.0 | 57 | -0.1%
COc1cc(C(=O)NC2CCCc3c2cnn3-c2ccccc2F)cc(OC)c1OC (centres undefined) | -5% | -0.9% | . | i | 36 | . | 8% | ? | . | -0.5 | 84 | 0.0%
CC(=O)NCCCc1nc2ccccc2n1Cc1ccc(C)cc1 | -7% | 0.6% | 1 | i | 58 | 3% | 3% | i | 0.8 | -1.1 | 56 | -0.1%
Cc1ccccc1OCC(=O)NCCS(=O)(=O)N1CCN(c2ccc(F)cc2)CC1 | 1% | 38% | . | i | 18 | 6% | 1% | i | 0.9 | 0.7 | 78 | 0.7%[50 µM]
COc1ccc(NC(=O)NCc2ccccn2)c(OC)c1 | -8% | 1.9% | . | i | 8 | 6% | 16% | i | 0.6 | 0.5 | 60 | -0.1%
Cc1cc(C)n(CC(=O)N/N=C/c2c[nH]c3ccccc23)n1 | 3% | . | . | i | 46 | 6% | 6% | i | 1.0 | 1.3 | 56 | 0.3%
C[C@H](CO)N1C[C@H](C)[C@@H](CN(C)Cc2ccc(-c3ccccc3)cc2)Oc2c(NC(=O)Nc3ccc4c(c3)OCO4)cccc2C1=O | . | . | . | i | 3 | 13% | . | i | 0.4 | 4.1 | 79 | 0.4%
CCn1cc(C(=O)O)c(=O)c2cc(F)c(N3CCN(S(=O)(=O)c4ccc5c(c4)OCCO5)CC3)cc21 | 4% | 7.2% | 1.1 | i | 25 | -2% | 17% | i | 0.5 | 3.2 | 26 | 0.6%
Cc1ccc(NC(=O)CSc2nnc(C)c(=O)n2N)cc1 | -5% | 1.5% | 1.3 | i | 10 | 9% | 14% | i | 0.5 | 0.1 | 61 | 0.8%
Cn1c(=O)c2[nH]c(CNCc3ccccc3Cl)nc2n(C)c1=O | 0% | 0.5% | 1.1 | i | 51 | 1% | 12% | i | 1.2 | -0.4 | 60 | 4.3%
CCOC(=O)c1[nH]c2ccccc2c1NC(=S)Nc1cc(C)ccc1C | 14% | 0.6% | 1 | i | 41 | 78µM* | 4% | i | 2.3 | -1.9 | 90 | -1.4%
CCC1(c2ccc(F)cc2)NC(=O)N(CC(=O)N2CC(=O)Nc3ccccc32)C1=O (centres undefined) | -8% | -0.2% | . | i | 37 | 1% | 12% | i | 0.5 | -0.9 | 47 | 0.8%[50 µM]
Cc1ccccc1-c1nc(CS(=O)(=O)CC(=O)NC2CCCC2)c(C)o1 | 1% | 11% | . | i | 2 | -1% | 7% | i | 4.5 | 1.7 | 53 | -0.1%
COc1cc(CC(=O)O)ccc1OCc1ccccc1 | -12% | 0.1% | . | i | 43 | 3% | 9% | i | 0.2 | 0.5 | 55 | -1.0%
CCOC(=O)c1c(C)[nH]c(C)c1C(=O)COC(=O)c1ccc(S(=O)(=O)N(CC)CC)cc1 | -6% | 1.7% | 1.1 | i | 43 | 8% | 3% | i | 1.8 | 2.6 | 64 | -5.6%
Cc1ccc(N2CC(C(=O)N3CCOCC3)CC2=O)cc1Cl (centres undefined) | -5% | 0.1% | . | i | 20 | -1% | 3% | i | 3.2 | -0.2 | 54 | 0.0%
O=C1CCC(=O)N1c1ccc(S(=O)(=O)N2CCCC2)cc1 | 1% | -0.8% | 1.1 | i | 12 | -4% | 27% | i | 0.5 | 1.0 | 72 | 0.2%
Cc1cc([N+](=O)[O-])ccc1NC(=O)Nc1ccc(F)cc1F | 3% | 11% | 1.1 | i | 34 | 6% | 8% | i | 0.4 | 14 | 44 | 0.0%
COc1ccc2[nH]c3c(=O)n(CCCCC(=O)NCCC(C)C)c(=S)[nH]c3c2c1 | 11% | -0.4% | 1.1 | i | 51 | 3% | 10% | i | 0.3 | 4.3 | 39 | -0.1%
COc1ccccc1N1CCN(c2nnc(-c3ccc(F)cc3)c3ccccc23)CC1 | 5% | 3.8% | 1.1 | i | 38 | 10% | 0% | i | 1.2 | 11 | 65 | 0.3%
COc1ccccc1NC(=O)NNC(=O)C(C)Oc1ccc2ccccc2c1 (centres undefined) | 4% | 1.0% | . | i | 71 | 11% | 21% | i | 2.0 | 0.6 | 50 | -0.1%
COc1cc(/C=C/C(=O)N(C)c2ccccc2C(=O)O)cc(OC)c1OC | -9% | -0.2% | 1.1 | i | 9 | 2% | 1% | i | 0.7 | 0.8 | 51 | 14%

Going on with the list.
SMILES | PhoP inhibition | RSV CPE inhibition | TNAP activators | T cell HTS | T cell HTS vesicle-bound % | Rac1 GTP hydrolysis | SV40 large T antigen | Myeloid diff MLP | Myeloid diff MLP GFP+ MAC1+ % | NTR1 agonist | NTR1 agonist cell count 20 µM | K1F lysis inhibition
COc1ccccc1CNC(=O)c1ccc(NC(=O)CC2SC(N3CCCC3)=NC2=O)cc1 (centres undefined) | . | . | . | i | 40 | 4% | . | i | 0.3 | -0.2 | 62 | 0.0%[50 µM]
CCOc1ccc(NC(=O)c2ccccc2NC(=O)CN2CCCCCC2)cc1 | . | . | . | . | . | 1% | . | i | 0.5 | -2.0 | 50 | 0.3%[50 µM]
O=C(c1cc2cc([N+](=O)[O-])ccc2oc1=O)N1CCOCC1 | 3% | 0.7% | 0.9 | i | 35 | 5% | 11% | i | 0.3 | -0.2 | 83 | 0.2%
C=CCNC(=O)NC(=S)c1ccccc1 | -1% | -0.2% | 1.1 | i | 45 | 6% | 5% | i | 4.6 | 0.2 | 77 | -1.5%
O=S1(=O)N=C(N2CCOCC2)c2ccccc21 | -8% | 1.3% | 1 | i | 29 | -4% | 16% | i | 1.2 | 0.2 | 61 | 0.4%
CCOP(=O)(OCC)c1nc(-c2cccc3ccccc23)oc1NCCc1ccc(OC)cc1 | -1% | 6.7% | 1.1 | i | 14 | 5% | 2% | i | 2.1 | 19 | 66 | 1.2%[50 µM]
COCCC1CCCCN1Cc1cn(-c2ccccc2)nc1-c1ccc2c(c1)OCO2 (centres undefined) | -4% | -1.0% | 1.1 | i | 26 | 11% | 4% | i | 0.8 | 3.6 | 53 | 0.3%
COc1ccc(NS(=O)(=O)c2ccc3c(c2)NC(=O)CO3)cc1 | -8% | 1.9% | 0.9 | i | 52 | 6% | 4% | i | 0.2 | -0.2 | 41 | 0.0%
COc1ccc2cc(CN(Cc3cccnc3)S(=O)(=O)c3ccccc3)c(=O)[nH]c2c1 | 4% | 5.1% | 1.1 | . | . | 10% | 18% | i | 6.1 | 0.8 | 63 | 1.2%
COc1ccc(C(=O)NNC2=NS(=O)(=O)c3ccccc32)cc1OC | 3% | 1.4% | . | i | 31 | 5% | 5% | . | . | 0.9 | 48 | 0.3%
O=C(CN1CCN(S(=O)(=O)/C=C/c2ccccc2)CC1)Nc1ccccc1N1CCOCC1 | -9% | -0.3% | . | i | 35 | 0% | 6% | i | 0.3 | 2.0 | 56 | 2.1%
CC1CCC2(CC1)NC(=O)N(CC(=O)Nc1ccc(N3CCOCC3)cc1)C2=O (centres undefined) | -1% | 3.0% | 1.1 | i | 19 | 0% | 18% | i | 0.2 | -1.4 | 60 | 4.5%
CSc1cccc(N/C(=N/S(=O)(=O)c2ccccc2)NN)c1 | -4% | 3.9% | . | i | 19 | 8% | 4% | i | 0.2 | . | . | 0.3%[50 µM]
COc1cc(NC(=O)CSc2ccc3c(c2)OCCO3)cc(OC)c1OC | -1% | 11% | 1 | i | 39 | 9% | 3% | i | 0.4 | 0.5 | 57 | 0.1%
COc1ccc(C(=O)NC(=C(Cl)Cl)S(=O)(=O)c2ccc(C)cc2)cc1 | -1% | 3.2% | . | i | 7 | 10% | 25% | i | 0.8 | . | . | -0.5%[50 µM]
O=C1/C(=C\c2c(NCCOCCO)nc3ccccn3c2=O)SC(=S)N1Cc1ccco1 | -9% | 1.2% | . | i | 42 | 10% | 11% | i | 4.5 | 0.6 | 65 | 0.1%
CN(CC(=O)NCCCc1ccccc1)Cc1ccc(Br)cc1 | 3% | 1.4% | . | i | 37 | 16% | 0% | i | 1.1 | 3.7 | 84 | -0.2%
COc1ccc(CCNC(=O)c2cccnc2)cc1 | 1% | -0.3% | 1.1 | i | 57 | 9% | 9% | i | 0.7 | 1.2 | 46 | 0.1%
Cc1cccc(Nc2ccccc2C(=O)NCc2ccco2)c1C | 3% | 2.5% | 1 | i | 35 | 12% | -13% | i | 1.4 | 0.9 | 38 | 0.0%
COc1ccc(NS(=O)(=O)c2cccc(C(=O)N3CCN(c4ccccc4O)CC3)c2)cc1 | -4% | -0.5% | . | i | 18 | 3% | 14% | i | 0.1 | 1.5 | 56 | 2.0%[50 µM]
Cc1cccc(C)c1NC(=O)C1(N(C(=O)c2ccccn2)c2ccc(O)cc2)CCCCC1 | -1% | 0.7% | 1 | i | 36 | 1% | 6% | i | 0.6 | -0.6 | 83 | 0.0%
COc1cccc2cccc(/C=N/n3cnnc3)c12 | 0% | ? | 1.1 | i | 50 | 10% | 11% | i | 0.1 | 0.6 | 85 | -0.1%
O=C(CSc1ncn[nH]1)Nc1ncc(C(F)(F)F)cc1Cl | 10% | -0.4% | 1.1 | i | 64 | 2% | 4% | i | 0.4 | -1.3 | 81 | 0.8%

Rows were taken by chance; 2.3% or so of the library scored in one or more.
